PI5P4K alpha inh: qHTS for Inhibitors of phosphatidylinositol 5-phosphate 4-kinase (PI5P4K); Phosphatidylinositol 5-phosphate 4-kinase type-2 alpha (Homo sapiens), P48426; AID 652105, 2013; max response, %; 330,000 compounds, 1.2% hits; PI5P4Kalpha enzyme, ADP-Glo luminescence, 60 min; stronger effect = lower value; active = max response of -50% or lower; inconclusive = between -30% and -50%; inactive = -30% or higher; note: value at the top dose of about 77 µM; % is set by controls: 0 for no effect and ±100 for the full control effect
Target sequence (P48426 whole entry, looked up): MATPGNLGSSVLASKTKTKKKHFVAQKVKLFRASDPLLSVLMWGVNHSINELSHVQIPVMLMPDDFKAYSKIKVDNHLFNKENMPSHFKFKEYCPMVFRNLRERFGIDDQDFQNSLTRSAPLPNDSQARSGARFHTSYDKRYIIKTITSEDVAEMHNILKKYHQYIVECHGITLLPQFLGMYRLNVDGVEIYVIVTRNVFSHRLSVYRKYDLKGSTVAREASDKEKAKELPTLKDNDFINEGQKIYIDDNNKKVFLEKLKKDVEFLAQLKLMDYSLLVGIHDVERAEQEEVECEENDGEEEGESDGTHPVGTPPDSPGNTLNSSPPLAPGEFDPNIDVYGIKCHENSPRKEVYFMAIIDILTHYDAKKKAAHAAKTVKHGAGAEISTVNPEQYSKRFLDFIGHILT
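Single end-point luminescence (ADP-Glo) quantified ADP from PI5P4Kalpha turnover; ATP 5 microM final, 1 h at RT, 0.1% CHAPS and 0.28 mM EGTA in HEPES pH 7.4.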
IL-2 act: qHTS of IL-2 Activators; IL-2 activation reporter assay, cell-based qHTS; stimulated with anti-CD3/CD4/CD28 beads; in transgenic mouse T cells; activation, % (series mostly up to about 46 µM); 360,000 compounds, 0.065% hits; in the data active = activation above about 50%; inconclusive = mostly about 30% to 49%; note: 0% is about no effect
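Quantitative HTS in unstimulated transgenic mouse T cells, with memory T cells as non-tolerant control and PMA/ionomycin as tolerance-bypass control. Compound pretreatment lasted 60 minutes before 18 h bead stimulation; EGFP/DsRed fluorescence read.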
EPAC1 antag: qHTS for Antagonist of cAMP-regulated guanine nucleotide exchange factor 3 (EPAC1): primary screen; EPAC1 GEF assay, Rap1b-BODIPY-GDP exchange fluorescence; Potency, µM (titrated, usually from 115 µM), for inactives: at the highest dose activity change, negative = inhibition, hits mostly inhibitors; 360,000 compounds, 0.14% hits; AID 720709, 2013;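 note: potency is the fitted concentration of half-maximal effect; plate controls were vehicle for no effect and positive control for full effect; nearly all actives have a fitted effect of over 50% in size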
GLP-1R agonist: qHTS of GLP-1 Receptor Agonists. Glucagon-like peptide 1 receptor (Homo sapiens), P43220. HEK293 GLP-1R CRE-luciferase, luminescence, 4-6 h; cells express a hypersensitive GLP-1R form. Potency, µM (highest dose often 45.6 µM), without a hit: at the top dose activation, actives largely listed as activators. 380,000 compounds, 0.007% hits; note: potency is the fitted concentration of half-maximal effect; % of control where 0% means no effect
Target sequence (P43220 whole entry, looked up): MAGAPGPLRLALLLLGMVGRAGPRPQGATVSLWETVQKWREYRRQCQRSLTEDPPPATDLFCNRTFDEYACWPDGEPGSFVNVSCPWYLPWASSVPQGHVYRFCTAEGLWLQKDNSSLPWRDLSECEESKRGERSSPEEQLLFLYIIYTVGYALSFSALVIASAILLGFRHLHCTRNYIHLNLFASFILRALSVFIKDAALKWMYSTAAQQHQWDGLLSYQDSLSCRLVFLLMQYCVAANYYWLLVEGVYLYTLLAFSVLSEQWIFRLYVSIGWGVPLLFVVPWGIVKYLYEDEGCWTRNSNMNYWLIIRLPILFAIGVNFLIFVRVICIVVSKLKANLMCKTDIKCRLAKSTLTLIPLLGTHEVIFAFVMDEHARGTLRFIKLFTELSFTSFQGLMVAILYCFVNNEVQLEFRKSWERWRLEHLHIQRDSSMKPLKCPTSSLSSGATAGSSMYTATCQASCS
EPAC1 ag: qHTS for Agonist of cAMP-regulated guanine nucleotide exchange factor 3 (EPAC1): primary screen; Rap guanine nucleotide exchange factor 3 (Homo sapiens), O95398; EPAC1 agonist qHTS, biochemical assay; response scale: 100% = response to 6.5 mM cAMP; Potency, µM (top dose mostly 154 µM), without a hit: at the top dose activation, actives largely listed as activators; 360,000 compounds, 0.073% hits; AID 720707, 2013; note: potency is the fitted concentration of half-maximal effect; nearly all actives have a fitted effect of over 60% in size
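Compounds were pinned as a concentration titration into mixtures of EPAC1 (100 nM), BODIPY-GDP-loaded Rap1B (250 nM) and GDP (50 uM). After 5 min at room temperature, fluorescence was followed for 30 min; activity was scaled to 6.5 mM cAMP.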
PLK1 PBD inh: qHTS for Inhibitors of PLK1-PDB (polo-like kinase 1 - polo-box domain): Primary Screen; Potency, µM, without a hit: max response, negative = inhibition, hits mostly inhibitors; Plk1 PBD binding of FITC phosphopeptide, fluorescence polarization; AID 720504, 2013; 360,000 compounds, 2.8% hits; Serine/threonine-protein kinase PLK1 (Homo sapiens), P53350; note: potency is the fitted concentration of half-maximal effect; series mostly up to about 57 µM; % is set by controls: 0 for no effect and ±100 for the full control effect; nearly all actives have a fitted effect of over 65% in size
GLP1R inv ag: qHTS of GLP-1 Receptor Inverse Agonists (Inhibition Mode); Glucagon-like peptide 1 receptor (Homo sapiens), P43220; HEK293 GLP-1R CRE-luciferase, luminescence, 24 h; GLP-1R form is constitutively active; Potency, µM (doses to about 38.3 µM), for inactives: top-dose activity change, negative = inhibition, usual class: inhibitors; 410,000 compounds, 1.6% hits; note: potency is the fitted concentration of half-maximal effect; % is set by controls: 0 for no effect and ±100 for the full control effect; nearly all actives have a fitted effect of over 55% in size
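qHTS in 1536-well format: reporter HEK293 cells expressing constitutive GLP-1R activity in DMEM + 10% Nu serum, 24 hr with compounds at 37 deg C, luminescence read after 12 min with detection reagent.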
GLP1R cytotox: qHTS of GLP-1 Receptor Inverse Agonists: Cytotox Screen; HEK293 cAMP-luciferase reporter cells, luminescence, 24 h; Potency, µM (titrated, usually from 38.3 µM), for the others: at the top dose activity change, negative = inhibition, actives largely listed as inhibitors; 410,000 compounds, 0.13% hits; AID 624418, 2012;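 note: loss of luciferase light is scored as toxicity; potency is the fitted concentration of half-maximal effect; % is set by controls: 0 for no effect and ±100 for the full control effect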
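To flag toxic compounds, the library was rerun on cells for 24 hr at 37 deg C and 5% CO2. Viability-linked luminescence was captured 12 min after adding luciferase detection reagent.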
PTHR1 agonist: qHTS for PTHR1 Agonists: Primary Screen; Parathyroid hormone/parathyroid hormone-related peptide receptor (Homo sapiens), Q03431; HEK293 GP2 PTHR1 cells, GloSensor cAMP luminescence, 1 h; Potency, µM (highest dose often 115 µM), for inactives: at the top dose activation, usual class: activators; 410,000 compounds, 0.075% hits; AID 743266, 2014; note: potency is the fitted concentration of half-maximal effect; nearly all actives have a fitted effect of over 55% in size; some results filed as inactive show a strong effect at the top dose; inactives centre near -15; many of its hits are not listed in these tables
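HEK-293-derived GP2 cells expressing PTHR1 and a GloSensor cAMP reporter, 3,000/well, plated overnight, given luciferin plus IBMX (each 0.5 mM as added) for 1 h at 37 °C, then compound for 1 h at 37 °C. Luminescence was read after 15 min at room temperature.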
The depositor's hits bear a star; i = inactive; ? = inconclusive; . = no result given; & = joins results of further samples; [ ] = another dose, or the depositor's remark. Unless noted, calls come from the whole dose curve; as a rule, active = well fitted curve in the direction sought with a large enough effect; inconclusive = small, poorly fitted or top-dose-only effect, or another doubt; inactive = no such curve, though single readings can be large; an effect the other way counts as inactive or inconclusive. An excerpt, so the mix of outcomes need not match the whole.

Structure | GLP1R inv ag | GLP1R cytotox | PTHR1 agonist | PLK1 PBD inh | GLP-1R agonist | PI5P4K alpha inh | EPAC1 antag | EPAC1 ag | IL-2 act
O=C(OCc1ccccc1)N1CCC2CC1c1ccc(-c3cccc(F)c3)cc12 (configuration not stated) | ? | 5% | i | -8% | 6% | 21 | -12% | 11% | -0.3
Cc1ccc(CNC(=O)C2CCC(=O)N(Cc3cccc(C(F)(F)F)c3)C2)o1 (configuration not stated) | -9% | -8% | 10% | -11% | 12% | -8 | 1% | -13% | 1.9
CCC[C@@H](CN1CCC[C@H]1CN1C(N)=NC[C@H]1CC(C)C)N1C[C@@H](Cc2ccccc2)N(CCc2ccc(Cl)c(Cl)c2)C1=N | -8% | -3% | 12% | -16% | -1% | 0 | -3% | -9% | -0.7
O=C1NC[C@H](Cc2ccccc2)N(CC2CCN(CCc3ccccc3)CC2)C1=O | 6% | 1% | -22% | -10% | -2% | 1 | 6% | -13% | -0.1
Cc1ccccc1-n1c(SCC(=O)N/N=C/c2sccc2C)nc2ccccc2c1=O | 1% | ? | i | -1% | -2% | 2 | -12% | 0% | -0.3
Fc1ccc2[nH]c3c(c2c1)CN(C(=S)NCc1ccccc1)CC3 | 5µM* | -11% | -12% | -21% | -2% | 1 | -1% | 22% | -0.4
Cc1cccc(C(=O)NNC(=S)NC(=O)c2ccccc2)c1 | ? | -1% | -13% | -23% | 1% | -2 | 18% | 2% | 1.6
O=C1/C(=C\c2ccccc2)SC(=S)N1CCC(=O)N1CCCCC1CCO (configuration not stated) | ? | ? | -27% | -13% | 1% | -4 | 18% | 0% | -2.6
Cc1ccc(S(=O)(=O)CC(C)(O)CS(=O)(=O)c2ccc(C)cc2)cc1 | -7% | 0% | i | -6% | 9% | 3 | 6% | 6% | 0.0
Cc1cccc(C)c1NC(=O)CSc1nnc(-c2ccoc2C)n1CCc1ccccc1 | ? | -12% | -14%[57.5 µM] | 0% | 0% | -2 | 15% | 1% | -0.6
Cc1ccc(OC(=O)COc2ccccc2)c(-n2nc3ccccc3n2)c1 | 22% | 19% | -23% | -5% | 6% | 1 | -7% | 8% | 3.2
Clc1ccc(Cn2c(/C=C/c3ccco3)nc3ccccc32)cc1 | ? | -19% | i | -9% | 4% | -78* | ? | 12% | -2.4
CC(=O)Nc1ccc(NC(=O)c2cccc(-c3cc4ccccc4oc3=O)c2)cc1 | 42%[activator][7.66 µM] | 7%[7.66 µM] | -22% | 11% | -3% | 0 | 10% | 1% | 1.1
CC(=O)NCCc1nc2cc(NC(=O)Nc3ccccc3)ccc2n1C | ? | 11% | i | 0% | -5% | 5 | 0% | 5% | -2.2
Brc1ccc(Oc2nsnc2N2CCOCC2)cc1 | 0% | 6% | i | -7% | 4% | -11 | -10% | -8% | -4.2
O=C(N1CCN(c2ccccc2F)CC1)C1(S(=O)(=O)c2ccc(Cl)cc2)CC1 | ? | -1% | -12% | -3% | 14% | -3 | -18% | -1% | -0.2
CN(C)c1ccc(C(=O)OCC(=O)NC2CCCCCC2)cc1 | -12% | 8% | -28% | -10% | -4% | 0 | 8% | 8% | -0.8
Cc1cccnc1NC(=O)CN1C(=O)COc2ccc(Cl)cc21 | 11% | -5% | i | 4% | 0% | 2 | 6% | -1% | 0.2
CCCCOC(=O)Nc1cccc(C(=O)OCC)c1 | -1% | 49%[activator] | -13% | -7% | 8% | -4 | -11% | -3% | -3.5
COc1cccc(CN(C)c2nc(-c3cccs3)nc3ccccc23)c1 | ? | 0% | i | 1% | 17% | 25 | 7% | 1% | -6.6
CCCCc1nc2cc(C(=O)NCCc3c(C)n[nH]c3C)ccc2o1 | -15% | -4% | -15% | 0% | -3% | -7 | 10% | -1% | -0.7
CCc1cc2c(C)ccc(C)c2nc1SCC(=O)Nc1cc(C)on1 | 8% | 4% | i | 5% | 8% | 18 | -22% | 1% | -3.7
CCOC(=O)c1ccc(NCc2ccc(N(C)C)cc2)cc1 | 9% | 0% | -15%[57.5 µM] | -5% | -10% | 10 | -6% | -4% | -2.6
CCOC(=O)NC(=O)c1cn(Nc2ncc(Cl)cc2C(F)(F)F)c(=O)[nH]c1=O | -12% | -1% | -20% | -5% | -10% | 4 | -7% | 6% | -0.5
COc1ccccc1C1CCN(Cc2ccc3ccccc3c2)CC1 | ? | ? | -17% | 3% | 6% | 11 | ? | 7% | 29
CC(Cc1cccs1)NC(=O)Nc1cccc(Cl)c1 (configuration not stated) | 11µM* | -2% | -37% | -9% | 2% | 3 | 0% | 21% | -2.6
O=C(c1cccs1)N1CCN(C/C=C/c2ccccc2)CC1 | -29% | -9% | -11%[57.5 µM] | 2% | -10% | -2 | 14% | 0% | -0.8
CC(C)C(NS(=O)(=O)c1ccccc1)C(=O)NC1CCCC1 (configuration not stated) | 10% | -7% | -20% | 2% | -1% | 0 | -4% | -15% | 0.5
CCCCC(=O)NC(=S)NNC(=O)CC | 8% | 0% | i | -12% | -12% | 0 | -1% | 6% | 0.5
Cc1ccc(S(=O)(=O)N(C(=O)c2ccncc2)c2ccc(OC(=O)c3ccncc3)cc2)cc1 | -3% | -15% | i | -20% | -27% | -3 | -20% | 9% | -0.5
CCc1ccc(NC(=O)c2ccc(F)c(S(=O)(=O)N(CC)c3ccccc3)c2)cc1 | -31% | -17% | -54%[inhibitor] | -1% | 1% | 6 | -6% | 5% | -3.3
CC1CCN(CC(C)CNC(=O)c2cc(-c3ccccn3)nc3ccccc23)CC1 (configuration not stated) | -22% | -11% | i | 1% | -11% | . | 5% | -1% | 0.3
COc1ccc(C(=O)Nc2ccc(Cl)c(Cl)c2)c(OC)n1 | 26% | 17% | -3%[57.5 µM] | 0% | -2% | 1 | -12% | -1% | -0.1
O=C(COC(=O)CC1CC2CCC1C2)Nc1ccc(F)cc1 (configuration not stated) | -6% | -26% | -17% | -2% | 14% | 1 | -4% | 2% | -1.4
Cn1cc(C(=O)N2CCCCCC2)c(=O)c2cc(S(=O)(=O)N3CCCCC3)ccc21 | 1% | -8% | i | 1% | 1% | 1 | -8% | 2% | -0.4
COc1cccc(Cn2c(=O)c3ccccc3n3nc(C)cc23)c1 | ? | 0% | -5% | -19% | ? | 6 | -5% | 15% | -1.5
CCn1nc(C)cc1C(=O)Sc1ccc(Cl)cc1Cl | ? | ? | -68% | 19µM* | -4% | 11 | -11% | 0% | -5.9
CCOc1ccc(C(=O)N2CCCC2)cc1OC | 8% | 5% | -9%[57.5 µM] | -1% | -4% | 4 | -19% | -1% | 1.2
COC(=O)c1c(C)oc2ccc(NS(=O)(=O)c3cc(OC)ccc3OC)cc12 | ? | ? | -18% | -6% | 8% | 16 | -18% | 14% | 0.3
O=C(c1sc2ccccc2c1Cl)N1CCN(c2ncccn2)CC1 | -15% | 2% | -21% | -22% | 3% | 1 | 0% | -1% | -1.6
Cc1ccccc1NC(=O)c1c([N+](=O)[O-])c(C(C)(C)C)nn1C | ? | 6% | i | -8% | 3% | -5 | 14% | 1% | -1.7
COCCN(C(=O)COC(=O)c1c(NC(C)=O)sc(C)c1C)c1c(N)n(Cc2ccccc2)c(=O)[nH]c1=O | 8% | -14% | i | -3% | 13% | 0 | -14% | -9% | -2.9
COc1ccccc1N(Cc1ccccc1)S(=O)(=O)c1cccc(C(=O)Nc2cc(C)ccn2)c1 | 4.5µM* | 9% | -74%[inhibitor] | -5% | 0% | 5 | -10% | 16% | -2.3
CSc1ccc(S(=O)(=O)NCc2ccccc2Cl)cc1 | 0% | 27% | i | 1% | 32% | . | -15% | 9% | -0.4
COc1cccc(C(=O)NC2CCCc3c2cnn3-c2cc(C)cc(C)c2)c1 (configuration not stated) | ? | -8% | -51%[inhibitor] | -7% | 5% | 0 | 5% | 16% | -0.5
COC1OC2COC(c3ccccc3)OC2C(O)C1N (configuration not stated) | 5% | 4% | i | -4% | -1% | 1 | 5% | 2% | -0.2
Cc1cc(=O)oc2c(C)c(OC(C)C(=O)NCc3ccccn3)ccc12 (configuration not stated) | 82%[activator] | 2% | -20% | -6% | -1% | -3 | 1% | -11% | -1.9
CCOc1ccc2oc(-c3ccccc3)c(C(=O)O)c2c1 | -3% | -8% | -19% | -6% | -11% | -8 | 3% | -6% | -2.9
CCOc1ccc(NC(=S)NC(=O)c2c(Cl)cnn2CC)c([N+](=O)[O-])c1 | 5% | -4% | -6% | -2% | -1% | -2 | 3% | -11% | 0.2
COc1ccc(CCNC(=O)C(=O)c2cn(CC(=O)N3CCOCC3)c3ccccc23)cc1OC | 80%[activator] | -6% | -35%[inhibitor] | -4% | -4% | -15 | 5% | -10% | -3.2
CC(C)(Oc1ccc(Cl)cc1)C(=O)N(Cc1ccccc1)c1ccccn1 | 10µM* | 2% | -40% | -13% | -2% | -2 | ? | 2% | -0.9
O=C(N/N=C/c1ccccc1C(=O)O)c1cccc(S(=O)(=O)N2CCCCC2)c1 | 5% | -13% | -24% | 4% | -3% | -6 | -15% | 14% | 0.6
COc1ccc(NC(=O)CS(=O)c2ccc(Br)cc2)cc1 (configuration not stated) | 17% | 0% | i | 4% | 0% | -2 | 8% | -5% | -3.5
CCOC(=O)c1nnn(-c2nc(N3CCCC3)nc(N3CCCC3)n2)c1-c1ccccc1 | 5% | -17% | -20% | -25%&0% | 2% | . | -1% | 8% | -0.9

Assay outcomes: PubChem BioAssay, National Center for Advancing Translational Sciences (NCATS)
